Bioassay records: PubChem BioAssay, several laboratories
M5 ag: CHRM5 agonism in calcium assay. P08912. CHO-K1 hM5 cells, Fluo-8 calcium fluorescence; 0% DMSO wells, 100% maximal acetylcholine response. activation, % at 3 µM. 0.19% of 360,000 active. AID 624037;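 active = activation above the run's mean over test compounds plus 3 SD, cut at about 23% in these data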;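 also: signal is peak over basal fluorescence ratio across the kinetic read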
Target sequence (P08912 whole entry, looked up): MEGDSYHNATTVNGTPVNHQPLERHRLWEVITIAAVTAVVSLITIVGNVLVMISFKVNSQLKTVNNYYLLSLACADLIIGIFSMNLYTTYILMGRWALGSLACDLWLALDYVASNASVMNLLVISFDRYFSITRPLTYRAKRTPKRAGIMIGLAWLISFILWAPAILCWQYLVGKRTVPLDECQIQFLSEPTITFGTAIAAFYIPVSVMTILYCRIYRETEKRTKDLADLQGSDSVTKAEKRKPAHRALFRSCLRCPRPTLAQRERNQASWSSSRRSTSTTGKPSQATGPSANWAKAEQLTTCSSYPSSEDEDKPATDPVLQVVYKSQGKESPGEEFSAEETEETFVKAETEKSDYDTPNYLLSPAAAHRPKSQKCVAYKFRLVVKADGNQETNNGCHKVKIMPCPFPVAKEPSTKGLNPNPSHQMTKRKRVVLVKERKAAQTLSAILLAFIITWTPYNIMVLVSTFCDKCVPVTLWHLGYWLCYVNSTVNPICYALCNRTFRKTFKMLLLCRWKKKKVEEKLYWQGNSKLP
CRFR2-BP ag: agonists of human CRF-binding protein/CRF-R2 receptor complex; activation, % at 13.2 µM; AID 588473; 0.46% of 350,000 active; HEK293 CRF-R2/CRF-BP, calcium dye fluorescence (FLIPR); percent of saturating CRF peptide response;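 active = activation of at least 50%, plus an integration ratio under a set limit after plate pattern correction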;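 also: plate controls were neutral control wells without compound for no effect and CRF at EC100 for full effect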
CHRM4 agonist: agonists of human muscarinic M4 receptor (CHRM4); P08173; CHO-K1 hM4/Gqi5, Fluo-8 calcium fluorescence; vehicle 0%, full acetylcholine response 100%; activation, % at 3 µM; 0.14% of 360,000 active; AID 624127;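 active = activation above the run mean over all test wells plus 3 SD, cut at about 32% in these data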;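 also: peak over basal fluorescence ratio per well then scaled between controls; 0% = DMSO wells and 100% = acetylcholine at EC100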
Target sequence (P08173 whole entry, looked up): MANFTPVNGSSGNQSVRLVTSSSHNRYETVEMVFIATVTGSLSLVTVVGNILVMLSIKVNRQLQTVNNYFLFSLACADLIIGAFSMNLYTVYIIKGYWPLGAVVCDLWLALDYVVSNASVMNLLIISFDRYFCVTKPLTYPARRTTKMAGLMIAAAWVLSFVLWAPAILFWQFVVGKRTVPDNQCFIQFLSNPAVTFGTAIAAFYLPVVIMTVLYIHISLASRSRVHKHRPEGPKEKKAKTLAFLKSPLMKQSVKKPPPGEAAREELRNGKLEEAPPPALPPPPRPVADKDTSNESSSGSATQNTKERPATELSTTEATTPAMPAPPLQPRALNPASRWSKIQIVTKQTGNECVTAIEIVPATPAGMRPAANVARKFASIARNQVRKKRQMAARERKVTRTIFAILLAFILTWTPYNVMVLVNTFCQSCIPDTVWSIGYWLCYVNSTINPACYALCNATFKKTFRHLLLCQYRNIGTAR
M4 antag: blocks acetylcholine activation of human M4 receptor; P08173; CHO-hM4 cells, ACh EC80, Fluo-8 calcium fluorescence; inhibition, % at 3 µM; 0.73% of 360,000 active; AID 624125;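 active = inhibition above its plate's cutoff, the mean inhibition of sample wells plus 3 SD, cut at about 27% in these data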;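 also: 0% = acetylcholine EC80 with DMSO and 100% = DMSO without agonist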
M1 PAM: potentiates human M1 receptor response to acetylcholine; P11229; CHO-K1 hM1, Fluo-8 calcium fluorescence, ACh EC20; 0% = ACh EC20, 100% = maximal ACh; activation, % at 3 µM; 0.088% of 360,000 active; in the data active = activation above about 19%, passing the limit was not always enough
M5 PAM: positive allosteric modulators of human muscarinic M5 receptor. 0.3% of 360,000 active. CHO-K1 hM5, Fluo-8 calcium, ACh EC20 PAM; 0% = ACh EC20, 100% = ACh EC100. activation, % at 3 µM;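 active = activation above the run cutoff, the mean activation of all test compounds plus 3 SD, cut at about 18% in these data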
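system = human M5 receptor in CHO-K1 cells | reagent = EC20 acetylcholine as agonist stimulus | compound dosing = single-point, 3 µM nominal | incubation = Fluo-8 loading 80 min at 37 °C plus 30 min room temperature | detection = Fluo-8 calcium dye fluorescence, kinetic read | benchmarks = low control EC20 acetylcholine (0%), high control EC100 acetylcholine (100%)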
M5 antag: antagonists of human muscarinic M5 receptor (CHRM5). 0.59% of 360,000 active. CHO-hM5 cells, Fluo-8 calcium fluorescence, ACh EC80. inhibition, % at 3 µM;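 active = inhibition above a per-plate cutoff, the mean of that plate's test compounds plus 3 SD, cut at about 27% in these data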;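 also: 0% = acetylcholine EC80 with DMSO and 100% = DMSO without agonist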
CHRM4 PAM: positive allosteric modulators of human muscarinic M4 receptor | P08173 | CHO-K1 hM4/Gqi5, Fluo-8 calcium fluorescence, ACh EC20; 0% = ACh EC20, 100% = maximal ACh | activation, % at 3 µM | 0.4% of 360,000 active;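 active = activation above its plate's cutoff, the mean activation of sample wells plus 3 SD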; also: some results filed as inactive read as strong as hits
CHRM1 antagonist: antagonists of human M1 muscarinic receptor; CHO-K1 hM1, Fluo-8 calcium fluorescence, ACh EC80 antagonist; P11229; inhibition, % at 3 µM; AID 588852; 1.3% of 360,000 active;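 active = percent inhibition above its own plate's cutoff, namely the mean of that plate's compound wells plus 3 SD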;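 also: peak over basal fluorescence ratio during 140 s after agonist addition; 0% = ACh EC80 plus DMSO and 100% = DMSO alone without agonist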
* = called active by the depositor; · = no result given. No enrichment for hits; about 2.8% have a hit in one of these screens.

entry	mol	CHRM4 agonist	CHRM4 PAM	M5 PAM	CHRM1 antagonist	M1 PAM	M4 antag	CRFR2-BP ag	M5 ag	M5 antag
1	Cc1ccccc1OCC(O)Cn1c(=N)n(Cc2ccccc2)c2ccccc21 (stereo unspecified)	25	-28	-7	18	-5	27*	0.6	5	15
2	CS(=O)(=O)N(CC(=O)Nc1ccc(Br)cc1F)C1CCCCC1	1	-8	-7	-12	8	0	-0.7	-6	16
3	CC(C)C(NS(=O)(=O)c1cccc2nsnc12)C(=O)NCc1ccc2c(c1)OCO2 (stereo unspecified)	4	0	-1	-6	7	0	0.8	2	-2
4	O=C(CCS(=O)(=O)c1ccccc1)Nc1cccc(-c2nc3ccccc3s2)c1	21	-17	-16	16	-17	9	2.6	4	8
5	C[N+]1(CCCCSc2ccc(O)cc2)CCCCC1	0	-11	-18	21	-20	-8	-1.9	-8	17
6	Cc1ccc(N(C)S(=O)(=O)c2ccc(C)cc2)cc1	-4	7	-1	-6	3	0	-0.5	-3	8
7	Fc1cccc(Cc2noc(CN3CCCCC3c3ccccn3)n2)c1 (stereo unspecified)	3	-5	8	-8	5	1	-1.6	-2	-8
8	Cc1nc2n(n1)C(c1ccccc1)C1=C(CC(c3ccco3)CC1=O)N2 (stereo unspecified)	0	11	2	-7	9	-10	-1.5	-2	-3
9	CSCC[C@H](NC(=O)c1cccc(S(=O)(=O)N2CCCCCC2)c1)c1nc2ccccc2[nH]1	11	-6	-26	-13	-9	-6	-0.3	-5	13
10	Cc1oc2c(C)c3oc(=O)c(CCC(=O)N[C@@H](CC(C)C)C(=O)O)c(C)c3cc2c1C	0	-3	2	-3	6	-2	-0.1	1	2
11	COCCNC(=S)N/N=C(\C)c1ccc(O)cc1	0	-1	1	0	3	6	0.8	1	2
12	CC(=O)Nc1ccc(N2C(=O)CCC2=O)cc1C	0	7	31*	12	-5	2	2.2	-4	0
13	COc1cccc(CNC(=O)CCS(=O)(=O)Cc2ccc(C)cc2)c1	-1	0	-3	-4	3	0	-2.5	-6	4
14	O=C(N=C1SC2CS(=O)(=O)CC2N1c1ccccc1C(F)(F)F)C1CCCO1 (stereo unspecified)	1	2	-3	-4	0	-16	-0.3	-3	0
15	O=C(Nc1ccc(Cl)cc1C(=O)NCCN1CCOCC1)c1ccco1	2	1	1	-14	5	5	-0.4	1	-5
16	COC(=O)C1=CN(c2ccc(F)cc2)C(N)=C(C#N)C1c1cccc(F)c1 (stereo unspecified)	0	8	3	·	·	5	·	-2	-6
17	CCOC(=O)Cc1csc(SC(C)C(=O)NC2CCCCC2C)n1 (stereo unspecified)	0	0	-5	-2	5	4	-2.0	1	8
18	C=C(CCO)C1=CCN(S(=O)C(C)(C)C)[C@H]1CCO (stereo partly specified)	1	8	1	-5	10	-7	1.7	1	-13
19	CC(=O)SC1CC(=O)N(c2ccc(C(C)(C)C)cc2)C1=O (stereo unspecified)	10	-26	-9	11	-5	-3	-0.5	5	4
20	O=C(C1CC(c2ccccc2O)=NO1)N1CCc2ccccc2C1 (stereo unspecified)	0	7	6	-4	2	-9	1.9	2	-8
21	CCCCN1C(=O)C(=O)N(CC(=O)N2CCN(c3ccccc3)CC2)C1=O	0	-1	0	-6	-1	6	-1.0	2	-4
22	CCN(c1ccc(OC)cc1)S(=O)(=O)c1csc(C(=O)N2CCCC2)c1	5	-7	-7	4	-4	2	0.2	0	8
23	COc1ccc(NC(=O)CNC(=O)C2CCCCC2)cc1OC	-1	5	5	-20	20	-1	-0.8	5	-12
24	CCOc1nc(Nc2ccc([N+](=O)[O-])cc2)nc(NC(C)(C)C)n1	-2	-6	-8	-10	-3	4	0.4	-5	1
25	Cc1cc(OCC(=O)N[C@@H](Cc2ccccc2)c2nc3ccccc3[nH]2)ccc1Cl	1	0	0	2	-4	1	-0.2	-3	-5
26	O=C(Nc1nnc(SCc2cccnc2)s1)C1CC(=O)N(c2ccc(F)cc2)C1 (stereo unspecified)	3	-1	1	-6	7	1	-0.3	-2	-4
27	CCNC(=O)C1CCCN(C(=O)c2ccc3c(c2)CCO3)CC1 (stereo unspecified)	1	11	-1	-22	8	0	·	0	6
28	C=C(Cl)COc1ccc2c(C)cc(=O)oc2c1	-2	10	18*	-5	4	8	-1.2	-4	-14
29	C=CCn1c(SCC(N)=O)nnc1-c1ccccc1O	1	5	1	-5	9	6	0.6	-4	12
30	COC(=O)c1ccc2nc(-c3ccc(OC)c(OC)c3)c(Cc3ccc(C)cc3)n2c1	2	2	-9	0	-9	-14	·	-3	-4
31	Cc1cccc(NC(=O)c2nc[nH]c2C(=O)NC[C@@H](C)O)c1	3	5	13	-22	9	-11	1.2	-1	-13
32	CCOC(=O)C1(C)NC(c2ccccc2F)C2C(=O)N(CC)C(=O)C21 (stereo unspecified)	1	6	13	-2	4	-8	-0.7	6	-15
33	Cc1cccc(-c2oc3ccccc3c2C#CCCCCO)c1	0	0	6	12	-6	9	3.1	0	7
34	N=C1S/C(=C\c2ccccc2)C(=O)N1c1ccc(F)cc1	1	3	0	-1	4	-6	0.0	-1	0
35	c1ccc(C2=Nc3cccc4cccc(c34)N2)cc1	0	11	3	-11	13	5	0.7	-4	7
36	Cc1nc2scc(-c3cccs3)c2c(=O)n1N	1	22	1	-8	0	5	-0.8	-2	7

Taken from above.
entry 26 in M4 antag: 1
entry 27 in M4 antag: 0
entry 31 in CHRM1 antagonist: -22

(list continues)
entry	mol	CHRM4 agonist	CHRM4 PAM	M5 PAM	CHRM1 antagonist	M1 PAM	M4 antag	CRFR2-BP ag	M5 ag	M5 antag
37	CC(C)N1CCC(C)(C(=O)Nc2ccccc2Oc2ccccc2)C1 (stereo unspecified)	0	0	-2	23	-13	-6	·	-4	-3
38	CCc1ccc(/C=C2\SC(=S)N(CCCC(=O)NCCCN3CCOCC3)C2=O)cc1	5	1	0	-7	1	-18	-1.9	-2	8
39	CCCCCCOC1(c2ccccc2)OC(=O)c2ccccc21 (stereo unspecified)	-2	-17	-8	-7	-1	2	4.5	-4	6
40	O=C(c1n[nH]c2ccccc12)N1CCN(c2ccc(F)cc2)CC1	4	0	2	-3	4	-9	2.7	4	7
41	COc1cc(CNC(C)(C)C)ccc1OCC(=O)NC(C)(C)C	2	3	5	9	0	-4	5.5	-2	6
42	CCOC(=O)c1c(N)sc(C(N)=O)c1C	1	8	3	-9	8	-3	-1.4	3	-1
43	Cc1cc(C)n2nc(C(=O)OC(C)C(=O)c3cc(C)c(C)cc3C)nc2n1 (stereo unspecified)	3	11	-2	-5	4	-9	-3.3	3	2
44	CC(C)(C)[C@H]1COC(=O)CC/C=C\C[C@H](CC(=O)N(CCO)Cc2ccccc2)C(=O)N1	2	7	15	-7	9	5	-1.1	0	6
45	COc1ccc(Br)cc1CN(C)CC(=O)Nc1cc(Cl)cc(Cl)c1	0	-18	-10	-2	0	-4	-1.4	0	-5
46	CC1CCCCC1NC(=O)CCn1ccc2cc(S(=O)(=O)N3CCCC3)ccc21 (stereo unspecified)	1	-4	-1	-4	-1	4	1.0	-1	-1
47	COc1ccc(C(=O)OCC(=O)NC2CCCCCC2)c(OC)c1	1	-2	0	-16	9	-12	-1.4	-1	-3
48	COc1cccc(C(=O)N2N=C(c3ccccn3)CC2(O)C(F)(F)F)c1 (stereo unspecified)	0	-12	-8	-2	2	4	6.0	-6	17
49	COc1ccccc1/C=C/C=N/n1c(-c2cc(C)[nH]n2)n[nH]c1=S	1	8	14	-5	9	7	1.5	0	-12
50	Cc1ccc2nc(SCC(=O)NC(=O)NCc3ccco3)[nH]c2c1	0	4	1	-2	13	-2	3.4	-8	3
51	O=C(O)CCSc1nc2ccccc2n1-c1ccccc1	1	-2	0	-19	9	-5	-0.7	1	3
52	Cc1cc(C(=O)NNC(=O)C2CCCC2)c(C)o1	3	0	-2	7	2	7	0.6	-2	6
53	CCOC(=O)c1sc2nc(C)nc(SCC(=O)N(C)C3CCS(=O)(=O)C3)c2c1C (stereo unspecified)	3	3	-5	-9	9	0	0.8	2	-6
54	NC(Cc1ccccc1)c1csc(Nc2nncc3ccccc23)n1 (stereo unspecified)	13	10	7	1	2	0	·	7	1
55	Cc1cc(=O)[nH]c(N=N/C(=N/Nc2ccc(O)cc2)c2ccccc2)n1	0	18	0	-2	5	6	-1.2	1	4
56	CCCNC(=O)C1(C)CCCN(Cc2ccccc2N(C)C)C1 (stereo unspecified)	1	2	1	-12	5	-16	·	0	-1
57	Cc1cc(C(F)F)n2ncc(C(=O)NCc3ccc(F)cc3)c2n1	1	-2	5	14	-6	-3	-3.0	0	-14
58	N#CC1(NC(=O)CSc2nnc(-c3ccccc3F)o2)CCCCC1	0	-5	-2	-8	4	2	-0.1	-2	4
59	Oc1oc(-c2ccccc2)nc1C=Nc1cccc2ccccc12	0	2	2	-2	-1	3	9.9	1	-11
60	COCCNC(=O)CSc1cc(-c2ccccc2)c2ccc(OC)cc2n1	0	8	6	-12	4	-5	-0.5	-9	-3
61	CCOc1cccc(N(C(=O)C2COc3ccccc3O2)C(C(=O)NC2CCCCC2)c2ccc(O)cc2)c1 (stereo unspecified)	-1	-2	3	-1	-1	-11	10	-4	-14
62	CC(C)(C)C(=O)O/N=C(\N)c1ccc(Br)cc1	6	-13	0	-1	1	0	-0.4	11	-3
63	CCC1([N+](=O)[O-])COC(C=Cc2ccccc2)OC1 (stereo unspecified)	1	1	-1	-8	2	-3	1.9	2	15
64	COc1ccc(CNC(=O)COC(=O)c2ccc3c(c2)OCCO3)cc1	1	0	1	1	5	-7	2.4	-1	-3
65	Cc1c(C(N)=O)cc([N+](=O)[O-])cc1[N+](=O)[O-]	0	10	-7	-15	7	-5	0.6	0	16
66	Cc1cc(OC(=O)C(c2ccccc2)c2ccccc2)c([N+](=O)[O-])c(=O)[nH]1	1	-2	-4	-15	6	7	-1.9	-1	8
67	COc1ccc(N2C(=O)C(Cl)=C(N3CCOCC3)C2=O)cc1	0	5	4	-15	13	-2	-2.3	-1	9
68	NNC(=O)/C(=N/Nc1ccccc1)S(=O)(=O)c1ccc(Cl)cc1	2	3	-2	-19	4	-9	-1.5	1	-5
69	O=C(O)c1cc(O)ccc1N=Nc1ccccc1	0	-3	-5	7	-5	4	-1.4	-1	15
70	CCOC(=O)C(=O)N(C)c1c(CC)nc2c(OCc3ccc(OC)cc3)cccn12	1	-6	-2	-10	9	12	·	-3	3
71	Oc1c(C(Nc2nc3ccccc3s2)c2ccco2)ccc2cccnc12 (stereo unspecified)	-1	7	-8	4	-3	10	-1.4	1	13
72	Cc1ccc(S(=O)(=O)Nc2ccccc2C(=O)N2CCCCC2)cc1	1	-2	3	0	1	11	0.0	-2	-10
73	CC(C)Cc1ccc(-c2cc3nc(NCc4cccc(Cl)c4)ccn3n2)cc1	0	3	-5	-9	3	4	·	0	3

An excerpt of these results, with two lines to a compound:
Values run as follows: CHRM4 agonist	CHRM4 PAM	M5 PAM	CHRM1 antagonist	M1 PAM	M4 antag	CRFR2-BP ag	M5 ag	M5 antag
[68] NNC(=O)/C(=N/Nc1ccccc1)S(=O)(=O)c1ccc(Cl)cc1
→ 2	3	-2	-19	4	-9	-1.5	1	-5
[69] O=C(O)c1cc(O)ccc1N=Nc1ccccc1
→ 0	-3	-5	7	-5	4	-1.4	-1	15
[70] CCOC(=O)C(=O)N(C)c1c(CC)nc2c(OCc3ccc(OC)cc3)cccn12
→ 1	-6	-2	-10	9	12	·	-3	3
